Screens (PubChem BioAssay)
Scp1 inh = Scp-1 phosphatase inhibitors, primary screen, biochemical, colorimetric, uHTS; Carboxy-terminal domain RNA polymerase II polypeptide A small phosphatase 1 (Homo …; Recombinant Scp1, phosphopeptide, malachite green phosphate absorbance; inhibition, % at 20 µM; 340,000 compounds, 0.88% hits; AID 493091, 2011;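 active = inhibition above about 50% at 20 µM, limit read from the data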;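 also: plate controls were DMSO wells with enzyme for no effect and wells lacking enzyme for full effect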
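Test system: SCP-1 catalytic domain; Buffer or medium: Acidic Tris acetate buffer with magnesium and detergent; Also added: Phosphorylated 17-residue peptide substrate; Compound: single 20 µM dose, 1% DMSO; Schedule: enzyme reaction 45 min at room temperature, colour 5 min, stabilisation 30 min; Signal: Phosphate-binding colour reagent, absorbance read at 630 nm.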
CendR NRP1 mod = modulators of CendR peptide binding to NRP-1, primary screen, biochemical, fluorescence polarization, uHTS; FAM-RPARPAR peptide binding to NRP-1; Neuropilin-1 (Homo sapiens), O14786; 360,000 compounds, 0.85% hits; inhibition, % at 25 µM; AID 602438, 2012;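 active = inhibition or corrected inhibition above about 18%, plus a signal ratio from 0.5 to 1.5, limit read from the data, passing the limit was not always enough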; also: strong numbers were not always called active
Target sequence (O14786 whole entry, looked up): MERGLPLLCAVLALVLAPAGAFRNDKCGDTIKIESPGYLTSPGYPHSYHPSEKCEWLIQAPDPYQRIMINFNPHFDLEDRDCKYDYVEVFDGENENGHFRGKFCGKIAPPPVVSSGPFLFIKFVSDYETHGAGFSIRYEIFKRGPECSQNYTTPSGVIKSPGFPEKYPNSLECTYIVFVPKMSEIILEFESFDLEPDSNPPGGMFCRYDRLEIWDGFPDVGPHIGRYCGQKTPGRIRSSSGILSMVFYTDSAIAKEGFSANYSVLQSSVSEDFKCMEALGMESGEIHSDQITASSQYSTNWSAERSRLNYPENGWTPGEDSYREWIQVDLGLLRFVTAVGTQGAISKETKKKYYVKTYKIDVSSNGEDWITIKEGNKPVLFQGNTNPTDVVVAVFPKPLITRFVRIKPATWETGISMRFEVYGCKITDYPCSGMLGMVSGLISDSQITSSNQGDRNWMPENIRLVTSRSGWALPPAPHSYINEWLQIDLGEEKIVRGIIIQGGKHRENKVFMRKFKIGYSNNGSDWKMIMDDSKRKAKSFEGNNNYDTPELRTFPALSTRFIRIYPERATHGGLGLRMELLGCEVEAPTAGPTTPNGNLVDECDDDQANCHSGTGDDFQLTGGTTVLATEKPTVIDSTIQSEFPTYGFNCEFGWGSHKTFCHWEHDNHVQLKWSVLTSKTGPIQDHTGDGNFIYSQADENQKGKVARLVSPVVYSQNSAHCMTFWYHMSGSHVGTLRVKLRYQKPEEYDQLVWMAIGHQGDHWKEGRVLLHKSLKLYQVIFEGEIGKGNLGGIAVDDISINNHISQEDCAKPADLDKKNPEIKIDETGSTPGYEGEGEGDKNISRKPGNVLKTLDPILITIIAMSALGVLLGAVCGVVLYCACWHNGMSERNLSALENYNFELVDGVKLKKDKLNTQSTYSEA
MsrA act = bovine MsrA enzyme activators, primary screen, biochemical, absorbance, HTS; Methionine sulfoxide reductase A (Bos taurus); activation, % at 10.6 µM; purified bovine MsrA, absorbance read-out; 360,000 compounds, 0.3% hits; in the data active = activation above about 7.5%;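 also: 0% = vehicle and 100% = reference activator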
LMPTP block = LMPTP phosphatase inhibitors, primary screen, biochemical, fluorescence intensity, uHTS | recombinant LMPTP-A, OMFP fluorogenic substrate | inhibition, % at 20 µM | 360,000 compounds, 0.22% hits | AID 651560, 2012;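 active = compounds that cut the enzyme signal by at least half of the control window in the single-dose screen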;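 also: plate controls were DMSO wells with enzyme plus substrate for no effect and substrate without enzyme for full effect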
Target sequence (P24666 whole entry, looked up): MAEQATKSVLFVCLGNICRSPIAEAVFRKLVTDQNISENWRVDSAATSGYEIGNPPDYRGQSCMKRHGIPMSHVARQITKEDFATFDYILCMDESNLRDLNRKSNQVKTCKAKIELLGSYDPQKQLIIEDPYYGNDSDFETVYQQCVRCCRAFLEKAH
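Test system: LMPTP-A phosphatase enzyme. Amount: LMPTP-A at 0.625 nM final in the reaction. Reagent: OMFP substrate, 400 µM final. Times: 50 min at room temperature. Signal: endpoint fluorescence intensity from OMFP dephosphorylation. Read-out basis: % inhibition. Benchmarks: no-enzyme and uninhibited controls.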
Tb MetRS inh = T. brucei MetRS inhibitors, primary screen, biochemical, luminescence; methionyl-tRNA synthetase (Trypanosoma brucei brucei); purified T. brucei MetRS, ATP depletion, Kinase-Glo luminescence; inhibition, % at 11.9 µM; 360,000 compounds, 0.4% hits;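 active = inhibition above a per-plate cutoff of the control wells' mean inhibition plus 3 SD, cut at about 5.5% in these data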;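 also: 0% = DMSO wells median and 100% = median of wells with control inhibitor compound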
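Measured by: Kinase-Glo luciferase luminescence reporting remaining unconsumed ATP. Material: purified T. brucei MetRS enzyme. Doses: 11.9 µM compound single dose, 0.9% DMSO. Medium: HEPES buffer containing pyrophosphatase, BSA, spermine, DTT. Times: 15 min preincubation, 2 h reaction, all 25 °C. Reagent: methionine, ATP and bulk E. coli tRNA.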
STEP block = STEP phosphatase inhibitors, primary screen, biochemical, fluorescence intensity, uHTS; Tyrosine-protein phosphatase non-receptor type 5 (Homo sapiens), P54829; recombinant STEP, OMFP fluorogenic substrate; inhibition, % at 20 µM; 360,000 compounds, 0.25% hits; AID 588621, 2011;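 active = inhibition at 20 µM, scaled per plate between control wells, above about 37%, limit read from the data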;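 also: 0% = DMSO with enzyme and substrate and 100% = substrate only without enzyme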
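System: STEP phosphatase, cell-free reaction; Buffer or medium: Bis-Tris pH 6.0 buffer with DTT, detergent; Incubation: 20 min at room temperature, dark; Measured by: fluorescence, 480/540 nm.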
SUMO1 PPI mod = modulators of SUMO1 protein-protein interactions, primary screen, biochemical, uHTS; SUMO1 binding to a labelled peptide, TR-FRET, 1 h; inhibition, % at 20 µM; 360,000 compounds, 0.33% hits; AID 602429, 2012; in the data active = inhibition above about 37%
E coli Lon inh = inhibitors of E. coli Lon protease, primary screen, biochemical, fluorescence polarization. P0A9M0. purified E. coli Lon protease. inhibition, % at 7.94 µM. 360,000 compounds, 0.42% hits. AID 602123, 2011; in the data active = inhibition above about 13%, passing the limit was not always enough;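 also: 0% = enzyme with probe and DMSO and 100% = no enzyme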
MsrA inh = bovine MsrA enzyme inhibitors, primary screen, biochemical, absorbance, HTS; Methionine sulfoxide reductase A (Bos taurus); 360,000 compounds, 0.75% hits; purified bovine MsrA, absorbance read-out; inhibition, % at 15.5 µM; in the data active = inhibition above about 4.5%;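 also: 0% = vehicle wells with enzyme and 100% = reference inhibitor wells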
DNMT1 block = human DNMT1 methyltransferase inhibitors, primary screen, biochemical, molecular beacon, fluorescence, HinP1I cleavage, uHTS. DNA (cytosine-5)-methyltransferase 1 (Homo sapiens), P26358. 360,000 compounds, 0.83% hits. inhibition (reported as % activation of signal), % at 10 µM; in the data active = inhibition above about 50%
Numbers without * were called inactive; / = no result given.

1. NC(=O)N/N=C/C=C/c1ccc(F)cc1
2. O=C1c2ccccc2CCC1C(O)c1ccccn1 (centres undefined)
3. CCOC(=O)N1CCN(c2c(N3CC=C(c4ccccc4)CC3)c(=O)c2=O)CC1
4. Cc1occc1C(=O)N/N=C/c1ccccc1[N+](=O)[O-]
5. CC(C)(C)OC(=O)N1O[C@H]2C[C@@H]1[C@@H]1[C@@H]2N=NN1C12CC3CC(CC(C3)C1)C2
6. Cc1ccc2c(C)c(C(=O)N(Cc3ccccc3)C3CCS(=O)(=O)C3)oc2c1 (centres undefined)
7. Cc1ccc(-c2nc3cc(Br)cnc3nc2-c2ccc(C)cc2)cc1
8. Cc1cccc(-c2onc3ccc(C4(C)OCCO4)cc23)c1

Compound	1	2	3	4	5	6	7	8
Scp1 inh	-7	-1	25	-4	-1	-5	-2	-3
CendR NRP1 mod	-8	-4	-8	-16	2	-1	-2	9
MsrA act	-1	-6	-2	-3	-1	-3	-2	-1
LMPTP block	-0.4	1.3	-0.1	-0.2	0.4	-0.6	3.7	2.1
Tb MetRS inh	0.3	-1.2	0.0	-0.8	0.0	-0.5	-0.9	0.2
STEP block	0	-2	2	1	1	-1	4	0
SUMO1 PPI mod	-20	-4	-5	-17	2	2	-26	-14
E coli Lon inh	11	-4	-3	1	3	-4	4	8
MsrA inh	1.4	0.9	0.6	1.7	0.4	-1.7	-1.1	1.7
DNMT1 block	5	2	-9	3	4	-1	3	-4

9. Cc1nn2c(N3CCOCC3)cc(C(C)(C)C)nc2c1-c1ccccc1
10. CC(C)N(Cc1nc(-c2ccccc2)no1)C(=O)c1ccc(Br)o1
11. O=C(NCc1ccncc1)C1CCCN(S(=O)(=O)Cc2ccccc2)C1 (centres undefined)
12. CCOc1cc(C(=O)NC(C)C2CC3CCC2C3)cc(OCC)c1OCC (centres undefined)
13. OC(c1ccc(F)c(F)c1)c1nc(-c2cccc(C(F)(F)F)c2)cs1 (centres undefined)
14. CCCCC[C@H](C)N1C[C@@H](COCc2ccccc2)Oc2cc(N3CC[C@@H](O)C3)ccc2S1(=O)=O
15. N#Cc1ccc(OCC(=O)N/N=C2/CC(c3ccccc3)Oc3ccccc32)cc1 (centres undefined)
16. O=C(Nc1sc2c(c1C(=O)O)CCC2)c1ccccc1F

Compound	9	10	11	12	13	14	15	16
Scp1 inh	-7	6	-2	-11	/	/	-10	-6
CendR NRP1 mod	-2	-2	4	1	9	4	-8	-8
MsrA act	-1	5	-4	1	-1	-7	-1	-4
LMPTP block	0.5	-0.6	-1.7	-10	3.5	2.1	-0.7	0.9
Tb MetRS inh	-0.4	-0.6	-0.7	0.3	0.1	-1.0	0.3	-2.2
STEP block	0	-2	4	-1	-2	/	0	4
SUMO1 PPI mod	-8	1	-1	3	1	4	-2	11
E coli Lon inh	8	-7	-5	-20	-12	-10	-7	8
MsrA inh	0.4	0.3	-0.4	-0.3	-1.3	1.9	1.1	2.6
DNMT1 block	1	-3	1	-3	-6	/	19	4

Part of the list above in a different format.
[10] CC(C)N(Cc1nc(-c2ccccc2)no1)C(=O)c1ccc(Br)o1
- Scp1 inh = 6
- CendR NRP1 mod = -2
- MsrA act = 5
- LMPTP block = -0.6
- Tb MetRS inh = -0.6
- STEP block = -2
- SUMO1 PPI mod = 1
- E coli Lon inh = -7
- MsrA inh = 0.3
- DNMT1 block = -3

[12] CCOc1cc(C(=O)NC(C)C2CC3CCC2C3)cc(OCC)c1OCC (centres undefined)
- Scp1 inh = -11
- CendR NRP1 mod = 1
- MsrA act = 1
- LMPTP block = -10
- Tb MetRS inh = 0.3
- STEP block = -1
- SUMO1 PPI mod = 3
- E coli Lon inh = -20
- MsrA inh = -0.3
- DNMT1 block = -3

[9] Cc1nn2c(N3CCOCC3)cc(C(C)(C)C)nc2c1-c1ccccc1
- Scp1 inh = -7
- CendR NRP1 mod = -2
- MsrA act = -1
- LMPTP block = 0.5
- Tb MetRS inh = -0.4
- STEP block = 0
- SUMO1 PPI mod = -8
- E coli Lon inh = 8
- MsrA inh = 0.4
- DNMT1 block = 1

Later entries.
17. COc1cccc(OCc2nnc(-c3cccs3)o2)c1
18. COC(=O)CCSc1cc([N+](=O)[O-])cc2c1c(C1OCCS1)nn2-c1ccccc1 (centres undefined)
19. CC(C)/C=C/C(=O)N1CCC(N2CCC(C(=O)N3CCOCC3)CC2)CC1
20. Cc1nnsc1C(=O)Nc1ccc(Cl)cc1
21. O=C(NC1CCCc2ccccc21)C1CCN(C(=O)c2sccc2-n2cccc2)CC1 (centres undefined)
22. COc1ccc(NC(=O)O/N=C/c2ccccc2Cl)cc1
23. Cc1ccc(-c2csc(Nc3ccc(C(=O)O)cc3)[n+]2Cc2ccccc2)cc1
24. CC1CCN(C(=O)c2cc3ccccc3cc2O)CC1

Compound	17	18	19	20	21	22	23	24
Scp1 inh	/	-8	-1	-7	-7	-14	3	-9
CendR NRP1 mod	16	3	-10	-8	-5	13	-3	13
MsrA act	-2	2	-3	-4	-7	-8	-13	-3
LMPTP block	1.9	2.4	-0.5	-1.5	0.3	-1.9	-1.0	-0.4
Tb MetRS inh	2.0	-0.2	-0.3	-0.6	-0.8	1.1	-2.1	-0.3
STEP block	1	1	-4	3	-1	0	2	2
SUMO1 PPI mod	-3	-18	-1	1	-2	-1	2	-3
E coli Lon inh	1	-1	-6	2	-6	6	3	3
MsrA inh	1.2	2.2	0.3	0.1	-0.6	-0.4	-1.1	0.2
DNMT1 block	0	-3	8	1	4	1	8	-1

25. CCOP(=O)(c1ccccc1)C(O)c1ccc(Br)cc1 (centres undefined)
26. O=C(OCC(=O)c1ccccc1Cl)c1cnccn1
27. NC(=O)c1ccc(-c2ccc(N3C(c4ccsc4)=Cc4ccc(F)cc4C3CC(=O)c3ccco3)cc2)cc1 (centres undefined)
28. COCCOC(=O)c1c(C)oc2ccc(OC(=O)COc3c(F)c(F)c(F)c(F)c3F)cc12
29. CCOc1ccc(OCC(=O)OC(C)C(=O)NC2CCCCC2C)cc1 (centres undefined)
30. COc1ccc(CNC2CCCCC2)cc1
31. COC(=O)C1CCN(C(=O)CCC2CCCCC2)CC1
32. CSc1ccc(S(=O)(=O)N2CCC(C(=O)Nc3ccc(NC(C)=O)cc3)CC2)cc1

Compound	25	26	27	28	29	30	31	32
Scp1 inh	-5	-12	/	-8	-7	-7	-8	-5
CendR NRP1 mod	4	-6	-11	-4	3	2	10	0
MsrA act	-9	-2	-12	-2	-1	-4	-4	-2
LMPTP block	-0.7	-0.5	2.4	1.9	0.4	-1.4	-1.4	0.3
Tb MetRS inh	-0.7	0.9	-0.6	0.2	-0.1	-0.7	-0.1	-1.0
STEP block	2	0	/	3	-2	2	-5	-4
SUMO1 PPI mod	-1	3	-1	-4	3	-2	-3	2
E coli Lon inh	-6	-4	4	1	-14	-2	1	7
MsrA inh	-0.6	-0.7	2.6	1.3	1.1	-0.4	-1.6	1.2
DNMT1 block	11	0	/	-2	4	0	3	2

33. c1ccc(C[n+]2ccc3ccccc3c2)cc1
34. CC(=O)Nc1ccc(SCC(=O)Nc2ccc3c(c2)OCCO3)cc1
35. O=C(CSc1ccc2nnc(-c3ccccc3)n2n1)N1CCCCC1
36. COC(=O)c1c(C(=O)OC)c(-c2ccccc2)n2c1CCC2
37. Cc1cc(CNC(=O)CC2C(=O)NCCN2Cc2ccccc2)nn1C (centres undefined)
38. Cc1ccc2cc(CN(Cc3ccco3)C(=O)c3cccs3)c(=O)[nH]c2c1
39. O=C(CSCc1nc2ccccc2[nH]1)Nc1ccc(Oc2ccccc2)cc1
40. Cc1nc(NCc2ccccc2)[nH]c(=O)c1CCC(C)C

Compound	33	34	35	36	37	38	39	40
Scp1 inh	-4	-10	-2	-3	-3	1	-5	-3
CendR NRP1 mod	4	15	-8	38*	16	-8	-2	6
MsrA act	-4	4	-4	-10	-4	-5	4	-3
LMPTP block	-0.7	0.0	-1.5	-1.0	-1.8	1.5	2.4	-0.1
Tb MetRS inh	-0.5	-0.2	-0.9	-1.4	-0.2	-0.8	0.9	-0.6
STEP block	1	-2	1	-3	0	1	-1	-1
SUMO1 PPI mod	-15	5	-9	0	-2	8	6	2
E coli Lon inh	2	3	1	2	7	-2	-1	-5
MsrA inh	0.2	0.5	0.2	/	0.7	0.9	-1.0	0.8
DNMT1 block	2	-2	0	7	-1	0	-4	0

With a hit mark in CendR NRP1 mod (from the list above):
36. COC(=O)c1c(C(=O)OC)c(-c2ccccc2)n2c1CCC2

Compound	36
Scp1 inh	-3
CendR NRP1 mod	38*
MsrA act	-10
LMPTP block	-1.0
Tb MetRS inh	-1.4
STEP block	-3
SUMO1 PPI mod	0
E coli Lon inh	2
MsrA inh	/
DNMT1 block	7

Remaining list, next part
41. CCn1c(SCC(=O)N/N=C\c2ccccc2OCC(=O)O)nnc1-c1ccc(Cl)cc1
42. Cc1ccc(C2CC(=O)c3cnc(NC(=O)c4ccco4)nc3C2)cc1 (centres undefined)
43. Cc1nc(N2CCOCC2)c(C#N)c(C)c1Br
44. N=c1n(Cc2ccccc2)c2ccccc2n1CC(O)c1ccco1 (centres undefined)

Compound	41	42	43	44
Scp1 inh	20	1	-6	1
CendR NRP1 mod	-4	0	10	-110
MsrA act	-4	1	-4	0
LMPTP block	-0.5	0.8	-2.3	8.1
Tb MetRS inh	-0.4	-0.7	-0.6	0.3
STEP block	3	-2	1	-1
SUMO1 PPI mod	-6	-3	-3	0
E coli Lon inh	0	0	-16	-51
MsrA inh	1.1	1.0	1.0	-0.2
DNMT1 block	4	-1	1	14
